High-throughput results (PubChem)
B2AR arrestin: recruits beta-arrestin to the human beta2-adrenergic receptor; P07550; beta-arrestin recruitment to beta2AR, cell-based reporter; Potency, µM (series often up to 46.1 µM), inactives show at the highest dose activation, most hits filed as activators; actives 0.02% (n = 330,000);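 note: potency is the fitted concentration of half-maximal effect; 0% = DMSO controls and full agonism = EC100 isoproterenol or metaproterenol; nearly all actives have a fitted effect of over 65% in size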
Target sequence (P07550 whole entry, looked up): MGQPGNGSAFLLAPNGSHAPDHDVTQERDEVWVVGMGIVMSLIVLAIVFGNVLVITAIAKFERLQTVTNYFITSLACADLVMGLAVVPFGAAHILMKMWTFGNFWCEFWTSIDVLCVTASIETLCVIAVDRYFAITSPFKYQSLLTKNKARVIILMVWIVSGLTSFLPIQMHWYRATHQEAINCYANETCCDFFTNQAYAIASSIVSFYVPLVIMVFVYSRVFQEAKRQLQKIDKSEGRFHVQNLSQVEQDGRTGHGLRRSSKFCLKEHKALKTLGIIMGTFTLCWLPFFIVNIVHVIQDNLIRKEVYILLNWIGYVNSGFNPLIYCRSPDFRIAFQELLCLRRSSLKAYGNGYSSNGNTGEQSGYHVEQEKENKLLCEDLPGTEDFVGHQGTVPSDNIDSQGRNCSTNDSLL
PTAP TSG101 blk: blocks PTAP/TSG101 interaction to inhibit HIV-1 budding. Potency, µM (doses to about 115 µM), for inactives: top-dose activity change, negative = inhibition, hits mostly inhibitors. Fluorescence polarization, FITC-PTAP peptide / Tsg101 binding. 340,000 tested, under 10 active. Q99816; active = well fitted inhibition curve with a large enough effect in the main read-out, with a control signal flat, not every such curve was filed as active; inconclusive = small, poorly fitted or top-dose-only effect, or effect the other way, or a change in a side signal; inactive = no such curve, though single readings can be large or run the other way; note: potency is the fitted concentration of half-maximal effect; % of control where 0% means no effect
Target sequence (Q99816 whole entry, looked up): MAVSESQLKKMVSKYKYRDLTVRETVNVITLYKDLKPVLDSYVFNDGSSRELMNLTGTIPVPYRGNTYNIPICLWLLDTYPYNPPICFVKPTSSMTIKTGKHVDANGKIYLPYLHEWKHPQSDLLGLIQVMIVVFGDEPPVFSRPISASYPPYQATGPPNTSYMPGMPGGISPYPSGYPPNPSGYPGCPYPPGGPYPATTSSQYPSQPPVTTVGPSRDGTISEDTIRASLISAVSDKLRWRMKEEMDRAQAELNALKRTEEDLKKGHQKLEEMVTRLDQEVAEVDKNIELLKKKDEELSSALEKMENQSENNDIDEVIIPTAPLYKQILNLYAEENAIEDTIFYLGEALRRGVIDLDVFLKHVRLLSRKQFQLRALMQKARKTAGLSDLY
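FP read-out: FITC-PTAP peptide, 50 nM final, binding Tsg101 binding domain, 10 uM final; 20 min, r.t.; 10 mM HEPES pH 7.5, 0.15 M NaCl, 0.01% Tween 20, 3 mM EDTA, 0.1 mM TCEP.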
CXXC DNA block: MLL CXXC-DNA interaction inhibition; Q03164; MLL-CXXC / FITC-HOXA9 DNA fluorescence polarization; Potency, µM (highest dose often 115 µM), for inactives: top-dose activity change, negative = inhibition, most hits filed as inhibitors; actives 0.037% (n = 290,000); active = well fitted inhibition curve with a large enough effect in the polarisation, with a control signal flat, not every such curve was filed as active; inconclusive = small, poorly fitted or top-dose-only effect, or effect the other way, or a change in a side signal; inactive = no such curve, though single readings can be large or run the other way; the % refers to the polarisation; note: potency is the fitted concentration of half-maximal effect
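Fluorescence polarization: 7 uM MLL-CXXC (stock) preincubated 5 min with compounds, then 50 nM fluorescein-HOX-A9 DNA (stock) added; 30 min ambient. Buffer 50 mM Tris-HCl pH 7.5, 50 mM NaCl, 1 mM DTT, 0.05% BSA.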
BRCA1 expr up: increases BRCA1 expression; MCF7-BRCA1-FFLuc reporter, luminescence, 48 h; response scale: scaled: vehicle 0%, 10 µM genistein 100%; Potency, µM (titrated, usually from 46.1 µM), inactives show at the top dose activation, usual class: activators; actives 1.1% (n = 380,000); note: potency is the fitted concentration of half-maximal effect; nearly all actives have a fitted effect of over 80% in size; some results filed as inactive show a strong effect at the top dose
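Using MCF7 cells harboring a BRCA1 firefly luciferase reporter, plated 2 h before compound pinning, the screen measured luminescence after 48 h incubation. Responses were normalized to DMSO and 10 microM genistein, then fitted for concentration-effect.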
AT treatment: potential ataxia-telangiectasia treatments restoring KAP-1 phosphorylation | […] A-T fibroblasts, KAP-1 phosphorylation AlphaLISA; neocarzinostatin DNA damage 30 min before lysis | actives 0.19% (n = 320,000) | Potency, µM (top dose mostly 57.5 µM), for inactives: top-dose activation, hits mostly activators; note: potency is the fitted concentration of half-maximal effect; % of control where 0% means no effect; nearly all actives have a fitted effect of over 45% in size
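ATM-like activity read as KAP-1 phosphorylation via AlphaLISA donor/acceptor antibody pairs after lysis and 6 hr at 25C. Cells were ATM-null patient fibroblasts ([…], hTERT), dosed 60 min, then exposed to the DSB inducer NCS for 30 min.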
p53 reactivation: restores transcriptional activity of mutant p53; Potency, µM (doses to about 92.2 µM), without a hit: top-dose activity change, positive = activation, usual class: activators; H1299 p53-A138V BP100-luciferase reporter, luminescence, 24 h; actives 0.063% (n = 320,000); note: potency is the fitted concentration of half-maximal effect; % of control where 0% means no effect; nearly all actives have a fitted effect of over 45% in size
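p53-null H1299 cells stably carrying temperature-sensitive p53-A138V and a BP100-luciferase reporter were pinned with compounds (4-point, 1:5 series) and held 24 hrs at 37 deg C. Luminescence was read 10 min after detection reagent.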
TCR act: activators of T cell receptors; primary human leukocytes, anti-CD3, IL-2 HTRF, 48 h; Potency, µM (highest dose often 9.22 µM), for the others: at the top dose activation of IL-2 secretion, actives largely listed as activators; 330,000 tested, under 10 active; note: % of control where 0% means no effect
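HTRF read-out of IL-2 secretion: europium cryptate donor excited at 320nm, d2 acceptor emission at 665nm. Cells were primary human leukocytes incubated 48 hr with compounds and a-CD3 beads, supplying TCR signal only.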
ELG1 DNA repair: blocks ELG1-dependent DNA repair in HEK293T cells; actives 2.3% (n = 330,000); Potency, µM (series often up to 46.1 µM), for inactives: top-dose activity change, negative = inhibition, usual class: inhibitors; HEK293T ELG1-luciferase reporter, luminescence, 16 h; DNA damage induced by 5-fluorouridine; note: potency is the fitted concentration of half-maximal effect; % is set by controls: 0 for no effect and ±100 for the full control effect; nearly all actives have a fitted effect of over 55% in size
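Cells (2,000 per well) received 5-fluorouridine plus test compound or DMSO and were incubated 16 hr at 37 °C, 5% CO2. Luciferase activity was read by luminescence 30 min after ONE-Glo addition; signal suppression marked inhibition of damage-induced ELG1 function.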
TRPV1 agonist: activates the human vanilloid receptor TRPV1; Q8NER1; TRPV1-expressing cells, Fluo-8 calcium influx, agonist mode; activation, % at 8.33 µM; actives 0.19% (n = 320,000); AID 540275; in the data active = activation above about 80%; inconclusive = between about 30% and that limit; note: 0% is about no effect
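TRPV1-expressing cells were cultured overnight at 35.5C and loaded with Fluo-8 calcium dye for 40 to 90 min at room temperature. After a 10 s baseline, compound was added and calcium influx was read kinetically for 3 min (ex 480/em 520 nm).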
Integrin act MD: integrin-mediated muscular dystrophy alleviation activation; alpha7betagal myoblasts, beta-gal FDG fluorescence, 48 h; actives 0.064% (n = 350,000); Potency, µM (top dose mostly 38.3 µM), inactives show top-dose activation, actives largely listed as activators;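 note: potency is the fitted concentration of half-maximal effect; 100% = response of the positive control SU9516; nearly all actives have a fitted effect of over 60% in size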
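Alpha7betagal+/- myoblasts (passage 13) were plated 16-24 hr, then exposed to compounds (1:260 dilution of DMSO stock) for 48 hours at 37C. After MPER lysis, β-galactosidase reporter activity was read as FDG fluorescence (ex 480/em 540) after 30 minutes.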
Starred values were filed as active, the others as inactive; ? = inconclusive; · = not tested or not shown; [ ] = remark or other dose. Unless noted, calls come from the whole dose curve; as a rule, active = well fitted curve in the direction sought with a large enough effect; inconclusive = small, poorly fitted or top-dose-only effect, or another doubt; inactive = no such curve, though single readings can be large; an effect the other way counts as inactive or inconclusive.

The opening 2 compounds, to show the layout:
Results follow in this order: B2AR arrestin	PTAP TSG101 blk	CXXC DNA block	BRCA1 expr up	AT treatment	p53 reactivation	TCR act	ELG1 DNA repair	TRPV1 agonist	Integrin act MD
#1 COc1ccc(NC(=O)c2sc3ncnc(N4CCN(c5ccccn5)CC4)c3c2C)cc1Cl
  0.1%	-1%	0%	-47%	11%	-4%	4%	2.6µM*	0	23%
#2 Nc1[nH]ncc1-c1ccccc1
  0.2%	-1%	0%	-3%	4%	0%	-9%	22%	-3	15%

Main list (from the top)
Results follow in this order: B2AR arrestin	PTAP TSG101 blk	CXXC DNA block	BRCA1 expr up	AT treatment	p53 reactivation	TCR act	ELG1 DNA repair	TRPV1 agonist	Integrin act MD
#1 COc1ccc(NC(=O)c2sc3ncnc(N4CCN(c5ccccn5)CC4)c3c2C)cc1Cl
  0.1%	-1%	0%	-47%	11%	-4%	4%	2.6µM*	0	23%
#2 Nc1[nH]ncc1-c1ccccc1
  0.2%	-1%	0%	-3%	4%	0%	-9%	22%	-3	15%
#3 CCC(Oc1ccccc1)C(=O)Nc1ccccc1N1CCCC1 (stereo not given)
  -0.4%	-2%	?	-10%	5%	-13%	-4%	1%	?	15%
#4 CC(C)(C)C(=O)OCCn1c(=O)c2cc3c(=O)n(CCOC(=O)C(C)(C)C)c(=O)c3cc2c1=O
  -0.3%	-4%	0%	-1%	1%	-1%	·	14%	3	8%
#5 CCOC(=O)c1ccc(N2C(=O)CC(N3CCN(C/C=C/c4ccccc4)CC3)C2=O)cc1 (stereo not given)
  -1.4%	-4%	2%	-19%	-1%	4%	1%	1%	7	3%
#6 Cc1cc(Nc2ccccc2)n(-c2ccc(C(=O)O)cc2)n1
  0.1%	-1%	17%	0%	-4%	-3%	·	9%	-5	-14%
#7 Cc1ccc(CNC(=O)C2CCC(=O)N(Cc3ccccc3F)C2)s1 (stereo not given)
  -0.6%	-1%	6%	29%	3%	15%	-9%	?	30	14%
#8 COc1cccc(N2C(C(C)=O)=NN(c3ccccc3)C2c2ccc(N3CCOCC3)cc2)c1 (stereo not given)
  -1.0%	-2%	7%	49%	0%	?	0%[46.1 µM]	?	4	-12%
#9 CCN1CCN(C(=O)c2ccc(Cl)c(S(=O)(=O)N3CCOCC3)c2)CC1
  0.0%	-8%	-1%	0%	0%	5%	3%	0%	1	13%
#10 CCOc1ccc(OCCSc2nc(-c3ccccc3)cc(=O)[nH]2)cc1
  -0.3%	-3%	-5%	-3%	3%	5%	0%	-7%	0	3%
#11 COc1ccc(NC(=O)CN2c3cccc4cccc(c34)S2(=O)=O)c(OC)c1
  2.8%	-2%	-6%	-17%	-4%	-8%	16%	?	-3	6%
#12 S=c1[nH]nc(Cn2nnc3ccccc32)n1-c1ccc(Cl)cc1
  -0.2%	-4%	42%[activator]	-1%	4%	-4%	1%	-14%	-2	0%
#13 COc1ccc(N(C(=O)c2ccco2)C(C(=O)NC2CCCC2)c2cccs2)cc1OC (stereo not given)
  0.1%	0%	-5%	-48%	·	-6%	-1%[46.1 µM]	3%	1	0%
#14 CCCc1noc2c1/C(=N\O)CC(CC(C)SCC)C2 (stereo not given)
  -1.1%	-1%	-2%	7%	4%	7%	0%	14%	?	11%
#15 CCc1ccc(C2=CC(c3cc(Br)ccc3F)n3ncnc3N2)cc1 (stereo not given)
  -0.1%	-9%	11%	5%	-4%	-3%	-5%[46.1 µM]	?	4	21%[7.66 µM]
#16 CC1CN(C(=O)COC(=O)c2cccc(S(=O)(=O)N3CCc4ccccc43)c2)CC(C)O1 (stereo not given)
  -0.4%	-4%	·	-13%	7%	-2%	-1%	-20%	·	-13%
#17 CCCCc1c(O)n2c(nc3ccccc32)[nH]c1=O
  0.1%	-5%	-4%	40%	1%	7%	-1%	13%	-2	-6%
#18 CCN(CC)c1ccc(C(=O)OCC(=O)NC(C)(C)C)cc1
  -0.9%	-2%	-10%	0%	-7%	2%	12%	-23%	7	-23%
#19 Cc1ccc(NC(=O)C(=O)NN)cc1
  0.5%	-6%	1%	16%	-2%	4%	-1%	?	0	14%
#20 O=C(CSc1nc2ccccc2s1)NNC(=S)Nc1ccccc1
  -1.0%	-3%	0%	-15%	-1%	-4%	2%[46.1 µM]	10%	-1	1%
#21 S=C(Nc1ccc2c(c1)OCO2)Nc1ccc2c(c1)OCO2
  -0.8%	-1%	23%	73%	-6%	6%	-4%[46.1 µM]	27%	-5	-30%
#22 O=C(CC1CCCC1)Nc1nc2ccccc2[nH]1
  0.1%	-4%	-8%	3.2µM*	6%	19%	-16%	?	2	1%
#23 COc1cc(C2/C(=C(/O)c3ccccc3)C(=O)C(=O)N2c2ccccn2)ccc1O (stereo not given)
  -0.1%	-5%	-16%	17%	-1%	6%	-241%	17%	0	17%
#24 CC(=O)N(Cc1ccco1)C1(C(=O)NC2CCCC2)CCCCC1
  0.3%	-3%	0%	1%	·	1%	5%	5%	12	-6%
#25 CCOCCCN(C(=O)CCC(=O)Nc1cc(C)on1)C(C(=O)NC(C)(C)C)c1ccccc1Cl (stereo not given)
  0.2%	0%	-7%	-23%	-1%	12%	-5%	-13%	7	-48%[inhibitor]
#26 O=C(CCN1CCN(c2ccccc2)CC1)NNC(=O)Cc1ccc(Br)cc1
  -2.1%	-7%	·	-4%	0%	-5%	8%	4%	3	-9%
#27 CC(C#N)Sc1ccc(S(=O)(=O)N(C)C2CCCCC2)cn1 (stereo not given)
  -0.3%	-1%	·	-8%	8%	-4%	-6%	15%	29	13%
#28 CCN(CC)CCCNC(=O)CSc1nc2c(c(C(F)(F)F)n1)CCc1ccccc1-2
  0.2%	-2%	-6%	-8%	-2%	6%	-2%	-5%	-2	-19%
#29 Cc1ccc(C)c(-n2c(CNc3ccc(F)cc3)nnc2SCC(N)=O)c1
  0.0%	-20%	2%	36%	8%	0%	6%	-4%	5	-4%
#30 CCc1ccc(C(=O)COC(=O)C2CCN(c3ccc(C(F)(F)F)cn3)CC2)cc1
  -0.2%	-8%	·	20%	3%	-3%	-1%	11%	6	-3%
#31 CC(C)c1ccc2[nH]c3nc(SCC(=O)NC4CC4)nnc3c2c1
  0.1%	-5%	1%	-32%	1%	3%	-2%	19%	12	-17%
#32 CCOc1cccc(CNCCCSc2ncccn2)c1
  -0.1%	-11%	12%	15%	0%	23%	-2%	6%	1	-38%
#33 Cc1ccc(N(Cc2cc3ccccc3[nH]c2=O)S(C)(=O)=O)cc1
  -0.2%	1%	-10%	-7%	1%	-3%	-1%	?	-9	-22%
#34 Cc1csc(NC(=O)CSc2nnc(CCNC(=O)c3cccs3)n2C)n1
  -0.6%	-2%	3%	-6%	-2%	2%	-5%[46.1 µM]	6%	0	7%
#35 COc1ccc(CCN=C(C)C2=C(O)C(c3ccccc3)OC2=O)cc1OC (stereo not given)
  0.1%	-8%	6%	-3%	3%	-1%	-4%	-22%	7	0%
#36 O=C(O)c1ccc(NCc2nc3ccccc3n2Cc2ccccc2)cc1
  -0.4%	0%	-7%	-31%	27%	-2%	3%	0%	-2	13%
#37 COCCN(CCOC)S(=O)(=O)c1ccc(C(=O)Nc2nc(-c3ccccc3)c(C(=O)c3ccccc3)s2)cc1
  -0.5%	-1%	16%	2%	-1%	5%	2%[46.1 µM]	?	-3	13%
#38 CS(=O)(=O)N(CC(=O)N1CCCC1)Cc1ccccc1
  -0.2%	0%	-14%	-2%	1%	-10%	·	-3%	8	0%
#39 O=C(CCN1CCN(c2ccccc2)CC1)N/N=C/c1ccc([N+](=O)[O-])o1
  0.5%	0%	-8%	-84%	13%	8%	2%	0%	1	-57%[inhibitor]
#40 COc1cc(NC(=O)CC(C)S(=O)(=O)c2cc3c(cc2C)NC(=O)CO3)cc(OC)c1OC (stereo not given)
  0.2%	-1%	19%	0%	9%	15%	7%	1%	?	?
#41 COc1ccccc1N(Cc1ccccc1)S(=O)(=O)c1cccc(C(=O)Nc2cccc(C)n2)c1
  0.1%	-1%	-9%	-40%	5%	-12%	2%	?	8	5%
#42 CCc1ccc2nc(NC(=O)CN3C(=O)NC4(CCCC4)C3=O)sc2c1
  -0.2%	-4%	·	?	2%	?	-1%	?	·	15%
#43 CCCc1n(CC(O)COCC2CC=CCC2)c2ccccc2[n+]1C (stereo not given)
  -0.1%	1%	6%	-27%	-7%	0%	4%	-11%	2	-38%
#44 Cc1nc2ccccc2c(=O)n1-c1ccc(NS(=O)(=O)c2ccccc2)cc1
  -0.4%	1%	·	-26%	-10%	-6%	2%	-6%	2	-1%
#45 COCC(=O)n1nc(-c2ccc(C)cc2)nc1NCc1ccc(F)cc1
  0.2%	0%	17%	10µM*	1%	1%	-2%	?	-3	0%
#46 CCCc1cc(=O)[nH]c(SCC(=O)N2CCOCC2)n1
  -0.6%	-8%	3%	-15%	-6%	-2%	3%	-2%	0	0%
